GSTO1 counter: blocks human GSTO1 in RBBP9 counter-screen | P78417 | recombinant GSTO1, activity-based probe fluorescence polarization | inhibition, % at 5.96 µM | 1.1% of 300,000 active;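 active = inhibition above the campaign mean inhibition plus 3 SD, cut at about 35% in these data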;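 note: 0% = GSTO1-1 with DMSO and 100% = wells lacking GSTO1-1 enzyme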
pPAFAH FP inh: inhibitors of human plasma PAF acetylhydrolase (pPAFAH). AID 463082. 1.5% of 330,000 active. recombinant pPAFAH, FP-rhodamine probe fluorescence polarization. inhibition, % at 3.39 µM;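 active = inhibition above the mean inhibition across the screen plus 3 SD, cut at about 25% in these data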;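 note: inhibitors block binding of the rhodamine activity-based probe so polarization drops; 0% = enzyme with DMSO and 100% = wells lacking pPAFAH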
PREPL inhibitor: inhibitors of human prolyl oligopeptidase-like enzyme PREPL; Q4J6C6; recombinant PREPL, fluorescence polarization activity-based probe; inhibition, % at 5.96 µM; 0.68% of 320,000 active; in the data active = inhibition above about 43%;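 note: 0% = enzyme with DMSO and 100% = wells lacking enzyme; many of its hits are not listed in these tables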
Target sequence (Q4J6C6 whole entry, looked up): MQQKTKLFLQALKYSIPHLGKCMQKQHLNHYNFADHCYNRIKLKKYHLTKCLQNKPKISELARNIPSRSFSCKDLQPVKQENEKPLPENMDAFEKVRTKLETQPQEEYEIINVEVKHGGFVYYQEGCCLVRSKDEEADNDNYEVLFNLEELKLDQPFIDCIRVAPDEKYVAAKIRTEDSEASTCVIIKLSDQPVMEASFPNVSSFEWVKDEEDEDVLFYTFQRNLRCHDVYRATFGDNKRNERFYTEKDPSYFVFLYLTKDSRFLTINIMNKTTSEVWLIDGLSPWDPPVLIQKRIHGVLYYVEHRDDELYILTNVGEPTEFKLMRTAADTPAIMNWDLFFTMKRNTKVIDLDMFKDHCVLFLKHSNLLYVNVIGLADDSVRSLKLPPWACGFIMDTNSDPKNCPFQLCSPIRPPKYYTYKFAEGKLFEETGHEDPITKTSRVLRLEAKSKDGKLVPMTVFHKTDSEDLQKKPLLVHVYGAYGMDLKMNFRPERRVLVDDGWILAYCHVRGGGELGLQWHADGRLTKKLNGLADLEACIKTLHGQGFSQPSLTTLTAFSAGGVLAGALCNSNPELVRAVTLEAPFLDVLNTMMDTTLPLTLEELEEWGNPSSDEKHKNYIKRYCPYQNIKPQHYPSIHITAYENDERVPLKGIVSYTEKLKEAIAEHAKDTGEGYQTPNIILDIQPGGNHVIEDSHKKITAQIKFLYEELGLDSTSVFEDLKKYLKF
LYPLA1 counter: counter-screen for PME1 inhibitors: inhibitors of human LYPLA1; O75608; recombinant LYPLA1, FP-Rh probe fluorescence polarization; inhibition, % at 5.9 µM; 0.16% of 320,000 active;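 active = inhibition above the mean of all tested compounds plus 3 SD, set per campaign, cut at about 14% in these data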;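 note: inhibitors block serine hydrolase probe labeling of LYPLA1 so polarization falls; 0% = enzyme with DMSO and 100% = wells lacking LYPLA1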
Target sequence (O75608 whole entry, looked up): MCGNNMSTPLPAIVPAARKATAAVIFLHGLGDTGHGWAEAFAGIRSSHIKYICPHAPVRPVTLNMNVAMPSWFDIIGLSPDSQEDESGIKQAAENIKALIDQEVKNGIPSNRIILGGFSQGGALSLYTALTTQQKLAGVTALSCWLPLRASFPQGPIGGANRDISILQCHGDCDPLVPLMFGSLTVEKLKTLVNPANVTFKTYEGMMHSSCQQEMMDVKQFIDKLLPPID
LYPLA2 inh: counter-screen for PME1 inhibitors: inhibitors of human LYPLA2; recombinant LYPLA2, FP-Rh probe fluorescence polarization; inhibition, % at 5.9 µM; 0.38% of 320,000 active;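 active = inhibition above the screen-wide mean plus 3 SD, limit set per campaign, cut at about 26% in these data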;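 note: 0% = LYPLA2 with DMSO and 100% = wells lacking LYPLA2 enzyme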
PAD4 inh: PAD4 (human) enzyme inhibition; Q9UM07; recombinant PAD4, RCA probe fluorescence polarization; inhibition, % at 6.36 µM; 0.41% of 330,000 active; AID 485272;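 active = percent inhibition above a cutoff equal to the mean of all tested compounds plus 3 SD, cut at about 15% in these data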;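 note: 0% = PAD4 with RCA probe and DMSO and 100% = probe without PAD4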
PAFAH1B3 FP inh: PAFAH1B3 (human) inhibition | Q15102 | recombinant PAFAH1B3, FP-rhodamine probe, fluorescence polarization | inhibition, % at 3.39 µM | 0.28% of 340,000 active | AID 492972;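 active = inhibition above the screen-wide average of all tested compounds plus 3 SD, cut at about 25% in these data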;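 note: 0% = enzyme with DMSO only and 100% = wells lacking PAFAH1B3 protein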
PAFAH1B2 FP inh: blocks human PAF acetylhydrolase 1b catalytic subunit 2. inhibition, % at 3.39 µM. recombinant PAFAH1B2, FP-rhodamine activity probe, fluorescence polarization. P68402. 1.2% of 340,000 active;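 active = inhibition above the mean of all tested compounds plus 3 SD, cut at about 24% in these data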;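 note: 0% = enzyme with DMSO and 100% = wells lacking PAFAH1B2; many of its hits are not listed in these tables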
PME-1 inh: blocks human protein phosphatase methylesterase 1 | Q9Y570 | recombinant PME-1, FP-Rh probe fluorescence polarization | inhibition, % at 5.9 µM | 0.53% of 320,000 active | AID 2130;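 active = inhibition above the campaign mean of all compounds plus 3 SD, cut at about 26% in these data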;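 note: competitive labeling of PME-1 active site by serine hydrolase directed probe; 0% = PME-1 with DMSO and 100% = wells lacking PME-1 enzyme; inhibitors block probe labeling so polarization falls and inhibition rises; many of its hits are not listed in these tables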
Numbers without * were called inactive; . = not tested or not shown. A portion of the library; the hit share may differ from the screen's.

SMILES	GSTO1 counter	pPAFAH FP inh	PREPL inhibitor	LYPLA1 counter	LYPLA2 inh	PAD4 inh	PAFAH1B3 FP inh	PAFAH1B2 FP inh	PME-1 inh
CCOC(=O)C1CCCN(Cc2nc(N)nc(Nc3ccc(Cl)cc3)n2)C1 (centres undefined)	7	-2	5	-4	3	-2	1	0	0
COc1ccc2oc(=O)cc(C)c2c1	2	2	10	-2	4	4	1	-1	0
CSc1nc(C)c(CCOCc2ccc(F)cc2)c(=O)[nH]1	1	-1	-3	-1	3	1	.	.	6
CC(C)(C)C(O)CN1CCCC1 (centres undefined)	-10	-1	9	0	-1	-1	2	-4	3
Cc1ccc(S(=O)(=O)N2CCC(C(=O)N3CCC[C@H]3C(=O)NC3CCS(=O)(=O)C3)CC2)cc1 (some centres undefined)	4	-5	-1	-1	2	1	9	10	-3
CCOc1ccc(NS(=O)(=O)c2cc3c4c(c2)CCN4C(=O)CC3)cc1	7	25*	-7	-2	-4	-5	0	1	2
O=C1NN(c2ccc(Br)cc2)C(=O)/C1=C\c1ccc(O)cc1O	29	37*	20	-3	-6	-1	6	15	11
COc1ccc(N2CCN(Cc3nc4c(c(=O)[nH]c(=O)n4C)n3CC(C)=O)CC2)cc1	11	0	9	-1	-7	3	5	1	-5
O=C(Cn1nnc(-c2cccs2)n1)OC1CCCCC1	1	2	12	-5	-8	2	5	3	4
COc1cc(/C=N\NC(=O)c2sc(N)nc2C)cc(OC)c1OC	-6	-4	2	1	-4	1	9	-1	-2
O=C(c1ccc(Cl)cc1)n1cnc2ccccc21	5	1	-1	0	-2	-2	-1	2	3
Cc1nc(N2CCOCC2)nc(Oc2ccccc2)c1[N+](=O)[O-]	7	3	7	2	8	-1	-1	8	7
O=C1CCCC(=O)C1Sc1ccc(Cl)cc1	-3	7	2	1	-2	-1	11	5	2
CN1CCCC2(CCCN(Cc3nc(Cc4cccc(C(F)(F)F)c4)no3)C2)C1 (centres undefined)	3	5	22	0	-8	4	2	1	1
O=C(CCN1C(=O)/C(=C/c2ccccc2Cl)SC1=S)Nc1ccccc1C(=O)O	-4	11	8	7	7	0	8	10	14
CC1(C)CC(NC(=O)c2ccccc2F)CC(C)(C)N1	13	5	10	5	-1	4	2	5	0
O=C(O)c1cc(NC(=O)c2cccc(F)c2)cc(NC(=O)c2cccc(F)c2)c1	-4	-3	3	-2	1	2	1	6	2
CN(C)C(=O)c1cc(C(=O)c2ccccc2)c[nH]1	67*	-2	15	2	1	2	5	1	-2
Cc1cccc(Cn2c(N3CCc4ccccc4C3)nc3c2c(=O)[nH]c(=O)n3C)c1	8	3	41	1	7	2	0	-2	3
CC(OC(=O)c1ccc2ccccc2n1)C(=O)c1ccccc1 (centres undefined)	0	0	-23	-4	-6	5	0	-1	-7
Cc1ccccc1N1CC(C(=O)Nc2nnc(SCc3cccnc3)s2)CC1=O (centres undefined)	1	16	2	-4	2	-6	-1	3	4
O=C(Cc1ccc(Br)cc1)N1CCN(c2ccccc2O)CC1	-1	4	-31	0	1	-2	4	0	3
COCCN(Cc1nc(-c2ccc(C(F)(F)F)cc2)no1)C(C)C	4	4	14	-3	-1	5	-1	-1	-8
CCC(c1nnnn1C(C)(C)C)N1CCN(Cc2ccccc2OC)CC1 (centres undefined)	2	6	6	1	3	-2	3	1	-1
O=C(CSc1nnc(-c2ccccn2)o1)Nc1ccccc1	1	-5	2	0	3	-4	5	9	-1

4 of the compounds above, with values under each structure:
Screens in order: GSTO1 counter, pPAFAH FP inh, PREPL inhibitor, LYPLA1 counter, LYPLA2 inh, PAD4 inh, PAFAH1B3 FP inh, PAFAH1B2 FP inh, PME-1 inh
> Cc1ccccc1N1CC(C(=O)Nc2nnc(SCc3cccnc3)s2)CC1=O (centres undefined)
  1, 16, 2, -4, 2, -6, -1, 3, 4
> O=C(Cc1ccc(Br)cc1)N1CCN(c2ccccc2O)CC1
  -1, 4, -31, 0, 1, -2, 4, 0, 3
> COCCN(Cc1nc(-c2ccc(C(F)(F)F)cc2)no1)C(C)C
  4, 4, 14, -3, -1, 5, -1, -1, -8
> CCC(c1nnnn1C(C)(C)C)N1CCN(Cc2ccccc2OC)CC1 (centres undefined)
  2, 6, 6, 1, 3, -2, 3, 1, -1

The listing picks up, starting 2 compounds before the break.
SMILES	GSTO1 counter	pPAFAH FP inh	PREPL inhibitor	LYPLA1 counter	LYPLA2 inh	PAD4 inh	PAFAH1B3 FP inh	PAFAH1B2 FP inh	PME-1 inh
CCC(c1nnnn1C(C)(C)C)N1CCN(Cc2ccccc2OC)CC1 (centres undefined)	2	6	6	1	3	-2	3	1	-1
O=C(CSc1nnc(-c2ccccn2)o1)Nc1ccccc1	1	-5	2	0	3	-4	5	9	-1
Clc1ccc(-n2ncc3c(NCCCn4ccnc4)ncnc32)cc1	-4	1	2	-1	5	2	4	7	3
CCOC(=O)N/N=C\c1ccc(OC(=O)c2ccc3c(c2)OCO3)cc1	0	3	1	-3	6	-3	10	4	3
O=C1NC[C@H](c2ccccc2)OC(=O)[C@H](Cc2ccc(F)cc2)C/C=C\C[C@@H]1CC(=O)N(CCO)Cc1ccccc1	.	2	32	.	.	2	7	-4	.
CS(=O)(=O)N(CC(=O)NC1CCCCCC1)Cc1ccccc1	-2	1	4	0	2	2	9	-1	6
COC(=O)C(Cc1ccc(O)cc1)NC(=O)C(C)NC(=O)c1ccc(C(C)(C)C)cc1 (centres undefined)	5	4	7	-1	-8	7	7	27*	-6
O=C(COc1ccc(Cl)cc1)Nc1nnc(-c2ccc3c(c2)CCCC3)o1	3	-1	5	-3	2	-2	3	5	1
CCC(OC(=O)c1cc2sccc2n1C)C(=O)NCc1ccco1 (centres undefined)	-2	2	-8	-4	-2	-6	8	8	-6
COc1ccc(S(=O)(=O)N2CCN(C(=O)c3c(C)nn(-c4ccccc4)c3C)CC2)cc1	.	0	8	6	8	5	8	0	10
Cc1cc(C)c[n+](CC(=O)c2ccc(NC(=O)c3ccccc3)cc2)c1	8	-3	12	2	6	0	7	3	-1
O=C1NC(Cc2ccccc2)C(=O)N1Cc1cc([N+](=O)[O-])cc2c1OCOC2 (centres undefined)	8	-1	20	3	0	2	1	4	8
CCOc1ccc(CNc2ncc(-c3ccccc3)n2C)cc1	-3	1	0	1	4	-7	9	4	-4
CC(Sc1ccccc1)C(=O)Nc1ccccc1C(=O)N1CCOCC1 (centres undefined)	-2	0	2	-2	3	3	12	3	-10
CCNC(=O)NC(=O)COc1ccccc1C#N	1	-1	-2	-2	-2	4	-2	-1	-1
O=C(COC(=O)c1cccc([N+](=O)[O-])c1)Nc1ncc(Br)s1	.	9	15	.	.	-3	4	5	.
CNC[C@H]1Oc2c(NC(=O)C3CCCCC3)cccc2C(=O)N([C@H](C)CO)C[C@@H]1C	.	-1	2	.	.	0	7	3	.
C=CCN1C=CC(=CC=C(C#N)C#N)C=C1	-8	0	-2	2	5	-7	3	-1	-1
Cc1nc(NS(=O)(=O)c2cccs2)c2c3c(sc2n1)CCC3	-14	7	-3	0	1	-3	3	-1	0
Cn1c(=O)c2cn3c(c2n(C)c1=O)C(c1ccccc1)CC(c1ccccc1)=N3 (centres undefined)	-10	4	-2	1	-1	-6	6	1	3
Cc1cc(C(=O)OCC(=O)N2CC(C)CC(C)C2)c(C)o1 (centres undefined)	-3	4	2	-2	-5	1	-1	2	1
COc1ccc(Oc2nc(OC)cc(OC)n2)cc1	-2	1	-6	-3	3	2	6	5	1
COc1ccc(C2=Nn3c(nnc3-c3ccccc3F)SC2)cc1OC1CCCC1	.	23	17	.	.	-2	6	4	.
Cc1cc(C)c(S(=O)(=O)Nc2nnc(C3CCCCC3)s2)c(C)c1	-4	4	16	-1	5	2	9	0	-7
Cc1cc(O)ccc1NS(=O)(=O)c1ccc2c3c(cccc13)C(=O)N2	-6	-2	-10	-2	-4	-1	-1	3	1
O=C(COC(=O)c1cc(Cl)ccc1Cl)NC1CCCC1	-1	4	-27	2	2	-4	-1	3	7
O=C1CNC(=O)/C1=C\N1CCN(C(c2ccccc2)c2ccccc2)CC1	-1	-1	-8	3	2	-6	12	4	0
Remaining list, next part
SMILES	GSTO1 counter	pPAFAH FP inh	PREPL inhibitor	LYPLA1 counter	LYPLA2 inh	PAD4 inh	PAFAH1B3 FP inh	PAFAH1B2 FP inh	PME-1 inh
CC(=O)Nc1ccc(/C=N\NC(=O)CNS(=O)(=O)c2ccc([N+](=O)[O-])cc2)cc1	8	3	4	-1	0	4	-8	0	-7
COc1cc(/C=N/N(C)C)cc(Br)c1O	10	-3	7	-1	-3	0	7	5	-8
CCOC(=O)CNC(=O)c1cnc(Nc2ccccc2OC)c2ccccc12	1	5	5	0	9	0	4	-2	-2
CC1CC(C)CN(C(=O)c2ccc(CNc3c(N4CCCC4)c(=O)c3=O)cc2)C1 (centres undefined)	-5	5	1	3	11	-4	1	2	22
Cc1ccc(NC2CCCN(C(=O)CCN3CCCCO3)C2)cc1C (centres undefined)	7	-1	16	0	2	-1	2	6	-9
O=C(c1ccc(N2CCOCC2)nc1)N1CCOCC1	-2	3	-4	2	3	-2	3	1	2
Cc1cc(C)c2c(NC(=S)NC(=O)c3ccccc3)nn(C)c2n1	14	-2	6	-2	-6	4	4	1	3
COc1c(O)cc2oc(-c3ccc(O)cc3)cc(=O)c2c1O	7	8	5	2	-4	-1	4	6	0
O=[N+]([O-])c1ccc(CSc2nc3ccccc3o2)cc1	-1	-1	13	2	1	0	-5	5	2
CCOc1ccccc1-c1nn2c(Cc3ccccc3)nnc2s1	0	6	-6	-4	1	-2	2	2	6
Cc1ccc(OCCn2c(=O)oc3ccc(C)cc32)cc1	5	4	-9	-3	1	-5	13	5	1
CCCn1ncc([C@@H]2C[C@H]3CN(Cc4cccc(Cl)c4)C(=O)[C@]34CCCN24)c1C	-1	3	19	0	-5	4	-1	-5	3
N#C/C(=C(\O)C(F)(F)F)c1nnc2n1CCCCC2	14	6	3	2	4	-1	-5	4	4
NC(=O)NC(CC(=O)NCCCc1ccccc1)c1ccc(Cl)cc1 (centres undefined)	8	-6	-9	-2	-4	1	3	6	1

In a second layout: results already given.
| molecule | GSTO1 counter | pPAFAH FP inh | PREPL inhibitor | LYPLA1 counter | LYPLA2 inh | PAD4 inh | PAFAH1B3 FP inh | PAFAH1B2 FP inh | PME-1 inh |
| --- | --- | --- | --- | --- | --- | --- | --- | --- | --- |
| Cc1cc(C)c2c(NC(=S)NC(=O)c3ccccc3)nn(C)c2n1 | 14 | -2 | 6 | -2 | -6 | 4 | 4 | 1 | 3 |
| COc1c(O)cc2oc(-c3ccc(O)cc3)cc(=O)c2c1O | 7 | 8 | 5 | 2 | -4 | -1 | 4 | 6 | 0 |

Arranged by the number under PAFAH1B2 FP inh (highest first): 3 from the list above
mol	pPAFAH FP inh	PREPL inhibitor	PAD4 inh	PAFAH1B3 FP inh	PAFAH1B2 FP inh	PME-1 inh
Cc1nc(N2CCOCC2)nc(Oc2ccccc2)c1[N+](=O)[O-]	3	7	-1	-1	8	7
CC(=O)Nc1ccc(/C=N\NC(=O)CNS(=O)(=O)c2ccc([N+](=O)[O-])cc2)cc1	3	4	4	-8	0	-7
CC(C)(C)C(O)CN1CCCC1 (centres undefined)	-1	9	-1	2	-4	3

Compound activity (PubChem BioAssay)
